# HBB splice mod: modulators of hemoglobin beta chain splicing; HBB splicing reporter cell assay, activation; EGFP reporter with mutant IVS2-654 intron; response scale: normalised to 500 nM splice-correcting PNA; Potency, µM (top dose mostly 46.1 µM), inactives show at the highest dose activation, hits mostly activators; 65,000 compounds, 0.06% hits; note: potency is the fitted concentration of half-maximal effect; 0% is about no effect
#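 HeLa cells stably expressing EGFP interrupted by mutant beta-globin intron 2 (IVS2-654), 500/well in 2% FCS. Treated with compound for 2 days at 37C. Splicing correction scored as total well GFP intensity (488 nm excitation, 500-520 nm emission); 500 nM antisense PNA served as control.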
# CRE-bla Fsk: alters forskolin-stimulated CRE reporter signaling in CHO cells; CHO CRE-bla reporter (cAMP response element driving beta-lactamase), forskolin EC10, beta-lactamase ratio; Potency, µM (series often up to 38.2 µM), for the others: at the highest dose activity change, negative = inhibition, hits mostly activators; 71,000 compounds, 2.5% hits; active = well fitted activation curve with a large enough effect in the signal ratio, with a control signal flat, not every such curve was filed as active; inconclusive = small, poorly fitted or top-dose-only effect, or effect the other way, or a change in a side signal; the % refers to the signal ratio; note: potency is the fitted concentration of half-maximal effect; % of control where 0% means no effect
#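 Titrated compounds plus EC10 NKH 477 on CHO CRE-bla cells, 3 h, 37 °C. CCF4, 2 h RT. Ratio 460/530 nm → AC50.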
# Ub-GFP proteasome: inhibits proteasome, raising ubiquitin-GFP reporter fluorescence; 67,000 tested, under 10 active; Ubiquitin-GFP reporter cells, proteasome inhibition, GFP fluorescence; response scale: untreated = 0%, 10 µM MG-132 = 100%; AID 526; Potency, µM (doses to about 45.9 µM), for inactives: at the highest dose activation (GFP accumulation), most hits filed as activators; active = well fitted activation curve with a large enough effect, not every such curve was filed as active; inconclusive = small, poorly fitted or top-dose-only effect, or another doubt; inactive = no such curve, though single readings can be large or run the other way; note: potency is the fitted concentration of half-maximal effect
#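 Reporter cells (U2OS, ubiquitin-G76V-GFP fusion) are plated overnight, then treated 4 hr at 37 °C with compound titrations from 46 uM down to 2.9 nM. Activity is scaled against untreated cells and 10 uM MG-132.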
# Tau fil binding: binds recombinant human tau filaments; P10636; recombinant tau filaments, thioflavin S fluorescence, 15 h; filaments grown with octadecylsulfate alongside compound; Potency, µM (titrated, usually from 57.1 µM), inactives show top-dose activity change, negative = inhibition; 71,000 compounds, 2% hits; AID 596;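 note: potency is the fitted concentration of half-maximal effect; % is set by controls: 0 for no effect and ±100 for the full control effect; actives lower thioflavin S fluorescence by blocking filaments or displacing dye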
#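 His-tagged recombinant human tau (exons 2, 3 and 10 included), 1 uM, was induced to fibrillize by 30 uM sodium octadecylsulfate with compound present. After 15 h at 37 C, thioflavine S fluorescence (ex 450, em 510 nm) was read.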
# ERK AVP inh: blocks ERK signaling stimulated by vasopressin; Potency, µM (highest dose often 57.5 µM), for inactives: top-dose activity, negative = inhibition, actives largely listed as inhibitors; HEK293-V1b, vasopressin-stimulated pERK AlphaScreen; 72,000 compounds, 0.99% hits; note: potency is the fitted concentration of half-maximal effect; % is set by controls: 0 for no effect and ±100 for the full control effect; nearly all actives have a fitted effect of over 55% in size
#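 Overnight-seeded V1b-HEK293 cells in 1% FBS got compound, then vasopressin (25 nM final, 5 min, 37C), then lysis buffer. AlphaScreen detection of phospho-ERK; activity normalized to basal and full-stimulation controls.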
# Luciferase inh: firefly luciferase inhibition; 72,000 compounds, 2.2% hits; P08659; purified firefly luciferase, luminescence, 8 min; Potency, µM (top dose mostly 57.1 µM), inactives show at the highest dose activity change, negative = inhibition, actives largely listed as inhibitors; note: potency is the fitted concentration of half-maximal effect; % is set by controls: 0 for no effect and ±100 for the full control effect; nearly all actives have a fitted effect of over 40% in size
# Target sequence (P08659 whole entry, looked up): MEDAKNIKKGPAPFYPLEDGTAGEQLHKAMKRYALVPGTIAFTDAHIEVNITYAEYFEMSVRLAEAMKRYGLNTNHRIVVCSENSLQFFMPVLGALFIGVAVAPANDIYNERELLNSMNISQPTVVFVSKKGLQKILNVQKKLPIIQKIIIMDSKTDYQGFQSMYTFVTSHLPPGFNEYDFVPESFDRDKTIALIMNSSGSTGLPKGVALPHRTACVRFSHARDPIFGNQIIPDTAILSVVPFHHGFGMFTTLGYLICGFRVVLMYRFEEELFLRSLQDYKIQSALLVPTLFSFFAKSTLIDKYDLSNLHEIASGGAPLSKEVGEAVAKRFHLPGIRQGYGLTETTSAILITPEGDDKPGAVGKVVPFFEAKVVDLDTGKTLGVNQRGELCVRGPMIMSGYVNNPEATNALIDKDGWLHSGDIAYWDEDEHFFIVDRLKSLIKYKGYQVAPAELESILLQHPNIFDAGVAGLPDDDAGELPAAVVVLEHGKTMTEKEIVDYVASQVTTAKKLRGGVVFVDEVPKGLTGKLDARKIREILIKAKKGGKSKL
#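 Firefly luciferase (PKLight detection mix) with 10 uM ATP in pH 7.2 imidazole buffer (KCl, MgCl2, Tween 20, BSA). Compounds tested across a concentration series (qHTS). Luminescence read after 8 min at ambient temperature.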
# HADH2 inh: HADH2 (human) dehydrogenase inhibition; 73,000 compounds, 3.4% hits; AID 886; recombinant HADH2, NADH fluorescence, beta-hydroxybutyryl-CoA; Q99714; Potency, µM (titrated, usually from 57.1 µM), for the others: at the top dose activity change, negative = inhibition, usual class: inhibitors; note: potency is the fitted concentration of half-maximal effect; % is set by controls: 0 for no effect and ±100 for the full control effect; nearly all actives have a fitted effect of over 60% in size; many of its hits are not listed in these tables
# Target sequence (Q99714 whole entry, looked up, one chain of several): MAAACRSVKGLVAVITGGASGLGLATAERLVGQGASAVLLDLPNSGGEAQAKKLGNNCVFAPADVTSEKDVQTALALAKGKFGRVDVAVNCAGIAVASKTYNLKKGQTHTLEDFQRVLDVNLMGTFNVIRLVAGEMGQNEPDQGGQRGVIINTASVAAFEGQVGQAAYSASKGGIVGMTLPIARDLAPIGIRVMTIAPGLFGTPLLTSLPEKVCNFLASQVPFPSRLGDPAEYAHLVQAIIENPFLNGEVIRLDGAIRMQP
#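 E. coli-expressed His-tagged HADH2 tested at 20 nM in alkaline Tris buffer (pH 9.0); oxidation of 90 uM beta-hydroxybutyryl-CoA with 1 mM NAD+ tracked fluorimetrically for 4 min.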
# Epigenetic mod: epigenetic modulators derepressing GFP locus in mouse cells; mouse C127i GFP locus derepression, cytometry, 30 h; Potency, µM (doses to about 46.1 µM), for inactives: at the top dose GFP derepression (activation); 68,000 compounds, 0.09% hits; note: % of control where 0% means no effect
#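 Murine C127i mammary cells carrying a silenced, stably integrated CMV-driven GFP reporter were treated with compound for 30 hours at 37 C. After PBS washes, GFP-positive cells were counted by laser-scanning microplate cytometry.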
# 15-hLO inh: blocks human 15-lipoxygenase activity | P16050 | purified 15hLO-1, xylenol orange hydroperoxide absorbance | Potency, µM (titrated, usually from 57.1 µM), inactives show top-dose activity change, negative = inhibition, most hits filed as inhibitors | 74,000 compounds, 1.4% hits; note: potency is the fitted concentration of half-maximal effect; % is set by controls: 0 for no effect and ±100 for the full control effect; nearly all actives have a fitted effect of over 55% in size
#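 Inhibition is scored from a chromogenic endpoint. After 15 min enzyme-compound contact, arachidonic acid (50 uM final) reacts 6 min with 40 nM 15hLO-1 at room temperature, then Fe-XO reagent is added for 30 min and absorbance ratio recorded.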
# Hsp90 Hop PPI: changes Hsp90-Hop TPR2A binding signal, up or down | AlphaScreen TPR2A-His6 binding biotin-Hsp90 C-terminal peptide | Potency, µM (highest dose often 57 µM), for the others: at the top dose activity change, negative = inhibition | 71,000 compounds, 0.44% hits | AID 595; active = well fitted curve in either direction with a large enough effect; inconclusive = small, poorly fitted or top-dose-only effect, or another doubt; note: potency is the fitted concentration of half-maximal effect; % is set by controls: 0 for no effect and ±100 for the full control effect; many of its hits are not listed in these tables
# DNA Pol III inh: DNA polymerase III holoenzyme inhibition; reconstituted DNA polymerase III holoenzyme replication, biochemical; Potency, µM (titrated, usually from 57.1 µM), for the others: at the highest dose activity change, negative = inhibition; 71,000 compounds, 0.25% hits; AID 603; note: potency is the fitted concentration of half-maximal effect; % is set by controls: 0 for no effect and ±100 for the full control effect
#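 Reconstituted *E. coli* holoenzyme (0.35 nM Pol III, 1 nM beta, 154 nM SSB, 2 nM primase) was preincubated with compound for 15 min at RT. Synthesis on 1.4 nM ssM13Gori ran 35 min, then was stopped with PicoGreen/EDTA and read as dsDNA fluorescence.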
# Starred values were filed as active, the others as inactive; u = inconclusive; x = no result given; & = joins results of further samples; [ ] = remark or other dose. Unless noted, calls come from the whole dose curve; as a rule, active = well fitted curve in the direction sought with a large enough effect; inconclusive = small, poorly fitted or top-dose-only effect, or another doubt; inactive = no such curve, though single readings can be large; an effect the other way counts as inactive or inconclusive.
SMILES,HBB splice mod,CRE-bla Fsk,Ub-GFP proteasome,Tau fil binding,ERK AVP inh,Luciferase inh,HADH2 inh,Epigenetic mod,15-hLO inh,Hsp90 Hop PPI,DNA Pol III inh
COc1cc2c(cc1OC)[C@@]13CCN4C=C5CCO[C@H]6CC(=O)N2[C@@H]1[C@@H]6[C@H]5C[C@H]43,1.5%[9.22 µM],-0.4%[7.6 µM],-6.9%[9.17 µM],5.2%[11.4 µM],-0.7%[11.5 µM],2.5%[11.4 µM],0.2%[11.4 µM],0.0%[9.22 µM],13.0%[11.4 µM],-3.6%[11 µM],-6.2%[11.4 µM]
Cc1cccc(CN(C)C)c1OC(=O)N(C)C,-1.9%[57.5 µM],-2.4%,-1.8%,-5.4%,3.7%,3.1%,-8.2%,0.4%,-8.9%,0.5%,-1.1%
CC(=NCCN1CCCCC1)c1c(O)[nH]c(=O)[nH]c1=O,5.4%[1.84 µM],21.0%,x,2.2%,5.9%,-1.2%,-3.0%,0.5%,4.6%,-1.1%,-6.3%
CN1CCc2cc(O)cc3c2[C@H]1Cc1ccc(O)c(O)c1-3,0.9%,1.9%,-3.3%,-3.5%,u,-12.0%,1.58µM*,1.1%,15.6%,-23.8%,-1.0%
COc1cc2c(cc1OC)[C@]13CC[N@+]4(C)CC5=CCO[C@H]6CC(=O)N2[C@@H]1[C@@H]6[C@@H]5C[C@]34O,-0.1%[9.22 µM],3.1%[7.6 µM],0.0%[9.17 µM],-3.8%[11.4 µM],-3.7%[11.5 µM],4.4%[11.4 µM],2.7%[11.4 µM],11.6%[9.22 µM],17.8%[11.4 µM],0.9%[11 µM],-10.7%[11.4 µM]
c1ccc(C2NCc3ccccc3-n3cccc32)cc1 (stereo not given),-0.3%,-8.9%,9.4%,-12.8%,u,-1.0%,-3.4%,0.2%,6.2%,-12.6%,-1.2%
O=c1cccc2n1C[C@@H]1C[C@H]2CN2CCCC[C@H]12,x,u,-1.2%,31.6µM*,x,-7.4%[11.4 µM],31.6µM*,-2.4%[9.22 µM],x,0.4%,-2.2%
Cc1cc(N2C(=O)C3CCCN3C2c2ccc(Cl)c(Cl)c2)no1 (stereo not given),-3.8%,-3.7%,-8.3%,-5.0%,4.8%,2.8%,5.2%,1.1%,-3.2%,-1.8%,-1.3%
CCN1C[C@]2(COC(=O)c3ccccc3N3C(=O)C[C@H](C)C3=O)CC[C@H](OC)[C@@]34[C@@H]5C[C@H]6[C@H](OC)[C@H]5[C@](O)(C[C@@H]6OC)[C@@](O)([C@@H](OC)[C@@H]23)[C@@H]14,x,-7.5%,-5.5%,u,-28.8%,2.6%,-0.6%,-1.9%,0.1%[25.6 µM],-1.6%,-5.2%
NCCCP(=O)(O)O,0.2%,1.8%,-0.3%,-4.8%,-12.2%,1.5%,8.8%,-1.7%,-11.7%,-8.3%,-1.2%
O=C(O)c1cc[c]([Hg][Cl])cc1,3.6%,-15.2%,0.0%,-6.3%,19.1%,15.8µM*,6.31µM*,3.4%,1.58µM*,-5.5%,-6.7%
COc1cc2c(cc1O)-c1c(O)c(OC)cc3c1[C@H](C2)N(C)CC3,x,12.5%,1.2%,u,11.1%,-1.0%[11.4 µM],31.6µM*,2.3%[9.22 µM],-10.7%[25.6 µM],-13.1%,-13.4%
COC(=O)C(c1ccccc1)C1CCCCN1 (stereo not given),0.8%,-20.0%,x,-11.2%,23.1%,x,-4.6%,x,-1.7%,-23.1%,-2.6%
c1cc2cc(c1)C[n+]1ccc(c3ccccc31)NCc1ccc(cc1)CNc1cc[n+](c3ccccc13)C2,x,-22.9%,-2.1%,-17.0%,-0.1%,1.0%,-11.8%,0.5%,u,-12.0%,31.6µM*
CNP1(NC)=NC(C(F)(F)F)=NC(C(F)(F)F)=N1,-0.1%[57.5 µM],-0.8%,2.0%,14.8%,-10.8%,-0.3%,0.9%,0.0%,-1.7%,-0.2%,5.2%
CC[C@]1(c2cccc(O)c2)CCCCN(C)C1,1.9%[20.6 µM],-4.4%[17.1 µM],5.7%[20.5 µM],1.8%[25.6 µM],-2.0%[25.7 µM],-4.2%[25.5 µM],2.7%[25.6 µM],2.8%[20.6 µM],7.4%[25.6 µM],-1.8%[26 µM],7.1%[25.6 µM]
Cn1c2ccccc2c2c(C(=O)N3CCC4(CC3)OCCO4)cn(C3CCCC3)c(=O)c21,-1.4%,u,-7.3%,-5.6%,-19.7%,-0.6%,u,0.0%,-2.9%,-2.1%,-4.2%
CCOP(=S)(OCC)SCOC(=O)NCC(=O)OC,1.1%,0.1%,-8.7%,1.8%,-13.0%,0.8%,u,0.8%,3.4%,-3.6%,-6.9%
O=C(COc1ccc(Cl)cc1)NC1CN2CCC1CC2 (stereo not given),-0.3%[0.369 µM],-3.0%,-4.3%,-4.3%,3.6%,-1.2%,5.7%,2.2%,5.0%,-5.2%,-2.7%
CCCN(CCC)[C@@H]1CCc2c(OC)cccc2[C@@H]1C,x,-8.0%,1.6%,-29.3%,-15.9%,0.2%,-1.2%,-0.4%,6.8%[25.6 µM],-2.3%,3.5%
C[C@@]12C=CC(=O)C=C1CC[C@@H]1C2=CC[C@]2(C)[C@@H]1CC[C@H]2C(=O)CN1CCN(c2cc(N3CCCC3)nc(N3CCCC3)n2)CC1,0.0%,-8.3%,-5.3%,6.31µM*,u,1.5%,7.9%,-1.1%,u,-14.4%,-2.4%
O=C(CCCN1CCC2(CC1)C(=O)N(CCc1ccc(N=C=S)cc1)CN2c1ccccc1)c1ccc(F)cc1,1.2%,u,2.4%,373.8%,x,2.1%,-14.2%,-1.2%,x,u,5.4%
CCCCC(CC)COC(=O)c1ccc(C(=O)OCC(CC)CCCC)c(C(=O)OCC(CC)CCCC)c1 (stereo not given),-0.5%,-6.5%,x,-1.6%,u,x,4.9%,x,2.8%,-5.3%,3.6%
CC(C)N[C@@H](C)Cc1ccc(I)cc1,0.2%,-6.5%,18.0%,-6.6%,20.0%,0.9%,4.6%,-1.2%,3.2%,-5.9%,3.1%
CCOC(=O)C(O)(c1ccc(N(CC)S(=O)(=O)c2ccccc2)cc1)C(F)(F)F (stereo not given),-3.8%,-2.4%,-3.2%,-3.8%,39.6%[activator],0.0%,1.9%,-0.4%,-14.6%,6.8%,-0.5%
NCCc1ccc(S(=O)(=O)O)cc1[N+](=O)[O-],-1.1%[9.22 µM],6.7%[7.6 µM],4.0%[9.17 µM],-0.2%[11.4 µM],-5.7%[11.5 µM],2.7%[11.4 µM],-12.2%[11.4 µM],0.0%[9.22 µM],2.4%[11.4 µM],-4.7%[11 µM],-5.0%[11.4 µM]
CCC1=C(C)C(N2CCOCC2)=NP(N2CCOCC2)(N2CCOCC2)=N1,-2.8%,-5.9%,6.1%,-10.4%,5.7%,2.7%,-8.0%,2.2%,5.8%,-2.2%,-5.1%
O=c1cccc2n1CC1CNC[C@H]2C1,-1.2%[20.6 µM],-2.6%,1.8%,u,-0.4%,1.9%,2.8%,-1.9%,-17.9%&4.0%[25.6 µM],0.8%,-2.9%
O=[N+]([O-])c1cc(-c2ccc([As](=O)(O)O)cc2)ccc1[As](=O)(O)O,-0.3%[9.22 µM],16.8%[7.6 µM],3.1%[9.17 µM],-20.6%[11.4 µM],-0.2%[11.5 µM],1.0%[11.4 µM],1.8%[11.4 µM],11.6%[9.22 µM],11.8%[11.4 µM],-1.9%[11 µM],-6.1%[11.4 µM]
CS(=N)(=O)CC[C@@H](N)C(=O)O (stereo not given in full),-0.8%[20.6 µM],-4.0%[17.1 µM],-2.1%[20.5 µM],-5.1%[25.6 µM],18.1%[25.7 µM],1.3%[25.5 µM],1.9%[25.6 µM],11.9%[20.6 µM],0.6%[25.6 µM],-2.2%[26 µM],-0.4%[25.6 µM]

# Screening results deposited in PubChem BioAssay by National Center for Advancing Translational Sciences (NCATS).

# A portion of the library; count on the stated rates, not on these rows.
